GRIN3A LBD mod: modulators (binders) of human NR3A ligand-binding domain; NR3A LBD differential scanning fluorimetry, Tm shift; 0% = protein alone, 100% = glycine-bound protein; AID 1259313; Tm shift relative to glycine control, % at 25 µM; 2.5% of 340,000 active;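 active means melting temperature shift of at least 10% of the positive control shift, at one fixed dose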
* hit, by the source's call.

canonical_smiles | GRIN3A LBD mod
CCCNC1(C(N)=O)CCN(Cc2ccccc2)CC1 | -1
O=C(O)c1ccc(C=NN=C2c3ccccc3-c3ccccc32)cc1 | 28*
COc1ccc(C(=O)Nc2cccc(-c3cc4ccccc4oc3=O)c2)cc1[N+](=O)[O-] | 11*
O=c1[nH]n2c(=O)c3c([nH]c2c1N=Nc1cccc(Cl)c1)CCC3 | 6
CSCCC(NC(=O)c1ccc(Cl)cc1Cl)C(=O)N1CCN(C(=O)c2ccccc2)CC1 (stereo not drawn) | -1
Cc1cc(=O)oc2c(CN3CCCCC3)c(O)ccc12 | -3
COc1cccc(NC(=O)CN(C)C(=O)c2ccc(NC(=O)CC3SC(N4CCCC4)=NC3=O)cc2)c1 (stereo not drawn) | 11*
CSc1cccc(NC(=O)C2CCCN(S(=O)(=O)c3cnc[nH]3)C2)c1 (stereo not drawn) | 1
Nc1nc(Cl)c(N)c(NCC2(CO)CC(CCc3ccccc3)C2)n1 (stereo not drawn) | -4
O=C(CN1C(=O)c2ccccc2C1=O)NC1(C(=O)O)CCCC1 | -1
Cc1nc2nc(SCc3ccccc3)[nH]n2c(=O)c1C | 0
COc1ccc(CN(C)C(=O)CCC(=O)N2CCN(S(=O)(=O)c3ccc(Cl)cc3)CC2)c(OC)c1 | 2
O=C(NCCCCCCCCNC(=O)c1cccc2ccccc12)c1cccc2ccccc12 | 0
O=C(CCN1C(=O)/C(=C/c2cccs2)SC1=S)NC1=NCCS1 | -3
COc1cccc(C2=CC(c3ccccc3)n3nnnc3N2)c1 (stereo not drawn) | -8

canonical_smiles | GRIN3A LBD mod
Cn1c(N/N=C2\CCCc3ccccc32)nc2c1c(=O)n(Cc1ccc(F)cc1)c(=O)n2C | -6
COc1ccc(Cn2c(CCC(=O)N3CCN(c4ccccn4)CC3)nc3ncccc3c2=O)cc1 | 0
COCCn1nnnc1CN(Cc1cccnc1)Cc1cc2cc(OC)ccc2[nH]c1=O | 2
CCOc1cc(N2CCOCC2)c(OCC)cc1NC(=O)CN1C(=O)NC(C)(c2ccc(OC)cc2)C1=O (stereo not drawn) | 0
O=c1[nH]c(SCc2nc3c(cnn3-c3ccccc3)c(=O)[nH]2)nc2ccccc12 | -6
CC(C)CC(=O)NC(=S)Nc1nc(-c2ccccc2)cs1 | -2
CCOC(=O)/C=C1/SCC(=O)N1CC(=O)c1ccc[nH]1 | -2
C=C1[C@@H](CCO)N(S(=O)(=O)C(C)(C)C)C[C@@H]1C | 1
CCCCN(C(=O)c1cc(S(=O)(=O)N2CCOCC2)ccc1F)c1c(N)n(CCCC)c(=O)[nH]c1=O | 3
Cc1ccsc1/C=N/Nc1nc2ccccc2[nH]1 | -4
COc1ccc(C(=Cc2ccccc2[N+](=O)[O-])C(=O)O)cc1 | 2
N#CC1(C#N)OC12CCS(=O)(=O)c1ccccc12 (stereo not drawn) | 2
Cc1nnc(SCCN2CCOCC2)c2nn(-c3ccccc3F)c(C)c12 | -3
COC(=O)CCCC(=O)N(C)CC1CCCN(CCc2ccccc2C)C1 (stereo not drawn) | -4
O=C(O)C1CCC(C(=O)O)SS1 (stereo not drawn) | 3

canonical_smiles | GRIN3A LBD mod
CC1CCN(C(=O)CSc2nc(N)c3c4c(sc3n2)CN(C)CC4)CC1 | -1
COc1ccc(Cl)c2sc(N(CCN(C)C)C(=O)C3=COCCO3)nc12 | 1
O=S1(=O)c2ccccc2C(O)(c2ccccc2)c2ccccc21 | -6
COc1cc(OC)c(C(=O)OCC(=O)Nc2cccc(S(=O)(=O)NC3=NCCCCC3)c2)cc1OC | -2
COc1ccc(CCNC(=O)CSc2nc3[nH]ncc3c(=O)n2-c2ccc(C)c(Cl)c2)cc1OC | -4
O=C(O)c1ccccc1CC(CCc1ccccc1)C(=O)O (stereo not drawn) | 10
N#CC(C#N)=C1C=CC=CN1/C(=C\c1ccco1)C(=O)c1ccc(Br)cc1 | -1
O=C(Cc1ccccc1)N/N=C\c1ccc(Br)o1 | -3
COc1ccc(NS(=O)(=O)c2cc(NS(=O)(=O)c3cc(C(=O)O)ccc3OC)ccc2C)cc1 | -1
COc1ccc2cc([C@H](C)C(=O)OCc3cn(CC(=O)c4ccc(O)cc4)nn3)ccc2c1 | 0
Cc1ccccc1N=C1C(=O)Nc2ccccc21 | -3
NC1CCCCC1N=Cc1c(O)n(CCc2ccc(F)cc2)c(=O)[nH]c1=O (stereo not drawn) | 0
Cc1noc(C)c1COc1ccccc1C(=O)N1CCN(S(=O)(=O)c2ccccc2C#N)CC1 | 1
O=C(O)c1ccc(COc2ccc3ccccc3c2/C=C2/NC(=O)N(Cc3ccc(F)cc3)C2=O)cc1 | -17
Cc1cc2c(cc(C(=O)OC(C)C(=O)NCc3ccc(F)cc3)n2C)o1 (stereo not drawn) | 1

canonical_smiles | GRIN3A LBD mod
O=C(Nc1ccc(OC(F)F)cc1)c1cc(S(=O)(=O)N2CCOCC2)ccc1N1CCCC1 | 0
C=CCOc1ccc(/C=C/C(=O)OCC(=O)N2CCN(S(=O)(=O)c3ccc(C)cc3C)CC2)cc1 | 19*
CCOC(=O)CNC(=O)C1(NC(=O)CNC(=O)OCc2ccccc2)CCCC1 | -1
CC1(C)CC(=O)C2=C(C1)N(c1ccccc1)C(=O)C(C(=O)OCc1ccccc1)C2 (stereo not drawn) | 1
CC(C)COc1ccc(C(=O)OCCN2CCOCC2)cc1 | -1
Cc1ccc(NS(=O)(=O)N2CCCCC2)cc1 | -1
CCN(Cc1ccncc1)Cc1c(O)ccc2ccccc12 | 0
CCc1nc(N)nc(N)c1-c1ccc(Cl)c([N+](=O)[O-])c1 | 0
CC12C=CC(=O)C=C1CCC1C2C(O)CC2(C)C1CCC2(O)C(=O)CO (stereo not drawn) | -2
CCC1C/C(=C\c2cc(OC)c(OC)cc2OC)C(=O)/C(=C/c2cc(OC)c(OC)cc2OC)C1 (stereo not drawn) | 4
OC(COc1ccccc1)CN1CCCCC1 (stereo not drawn) | -1
CC(C)CCNC(=O)CCc1nnc(COc2ccccc2)o1 | -1
N#Cc1ccccc1S(=O)(=O)N1CCN(C(=O)CCNS(=O)(=O)c2ccc(Cl)cc2)CC1 | -1
O=S(=O)(CCNCCc1ccccc1)NCc1ccccc1 | -5
Cc1cc(C(=O)NCCCN(C)C)c2ccccc2n1 | 0

canonical_smiles | GRIN3A LBD mod
C=CCOC(=O)c1cc(-c2ccc(/C=C3\C(=O)NC(=O)C(C#N)=C3C)o2)ccc1Cl | -1
CCOc1ccc(S(=O)(=O)N2CCCCC2)c(C)c1C | 0
CCN1C(=O)[C@@H]2[C@@H](c3ccc(-c4cc(C(C)=O)cs4)cc3)N3CCC[C@@]3(C(=O)OC)[C@@H]2C1=O | 0
Cc1ccc2[nH]c3c(=S)nc[nH]c3c2c1 | -1
CC(SCc1ccccc1)C(=O)NCc1ccccn1 (stereo not drawn) | -2
CN(CCc1ccccc1)C(=O)c1cccc(NC(=O)Cc2cccc(NC(=O)C3CCN(C(=O)C4CCC4)CC3)c2)c1 | 0
Nc1nc(N)c2cc([N+](=O)[O-])ccc2n1 | -1
COc1ccccc1N(CC(=O)Nc1c(C)n(C)n(-c2ccccc2)c1=O)S(=O)(=O)c1ccccc1 | -2
CCOc1ccc(NC(=O)Cn2cncc2-c2ccc([N+](=O)[O-])cc2)cc1 | 2
COc1ccc2nc(N3C(=O)C(O)=C(C(=O)c4ccco4)C3c3ccco3)sc2c1 (stereo not drawn) | 0
O=C1C=CC(=O)N1Cc1ccccn1 | 0
CN(CCCn1cnc2c(OCc3ccccc3)ncnc21)CCc1ccccn1 | 0
c1ccc(CCn2cccc2)nc1 | -1
O=C1NC(=O)C(=Cc2ccc(Cl)cc2Cl)S1 | -8
O=C1OC(c2ccccc2)(c2ccc(O)cc2)c2ccccc21 (stereo not drawn) | -27

canonical_smiles | GRIN3A LBD mod
OCC1OC(n2ccc3c(SCc4ccccc4)ncnc32)C(O)C1O (stereo not drawn) | 1
O=C1NC(c2ccccc2)Cc2ccncc21 (stereo not drawn) | 0
CC(C)(C)n1ncc2c(=O)n(CC(=O)N3CCN(c4ccccc4)CC3)cnc21 | -1
CCOCCOC(=O)c1ccc(NC(=O)c2cc3ccccc3o2)cc1 | 1
O=C(CC(CC(=O)c1ccccc1)c1ccncc1)c1ccccc1 | 8
O=S(=O)(CCNCc1ccco1)NCc1ccccc1 | 0
O=CN(Cc1ccccc1)c1cc([N+](=O)[O-])ccc1OCc1ccccc1 | 1
Cc1cc(N2CCN(c3ccccn3)CC2)n2c(nc3ccccc32)c1C#N | 0
O=[N+]([O-])c1ccc(/C=N/NS(=O)(=O)c2ccc(Cl)cc2)o1 | 4
O=S(=O)(CC=CCS(=O)(=O)c1ccccc1)c1ccccc1 | 2
COc1ccc(CC(=O)Nc2cc(S(=O)(=O)N3CCOCC3)ccc2N2CCOCC2)cc1OC | -2
CC[C@]12C(=O)N(C)C[C@H]([C@@H]3C(=O)N(C)C(=O)[C@@H]31)N2C(=O)c1ccc(C(C)(C)C)cc1 | 5
C1=NN(c2ccccc2)C=NN1c1ccccc1 | -3
O=C1CCCc2cc3c(ccc4ccccc43)cc21 | 0
CCC1(CCC(C)C)SC(N)=NC1=O (stereo not drawn) | 0

Reformatted with the structure last: entries from further up
GRIN3A LBD mod	Structure
8	O=C(CC(CC(=O)c1ccccc1)c1ccncc1)c1ccccc1
0	O=S(=O)(CCNCc1ccco1)NCc1ccccc1
1	O=CN(Cc1ccccc1)c1cc([N+](=O)[O-])ccc1OCc1ccccc1
0	Cc1cc(N2CCN(c3ccccn3)CC2)n2c(nc3ccccc32)c1C#N
4	O=[N+]([O-])c1ccc(/C=N/NS(=O)(=O)c2ccc(Cl)cc2)o1

More entries:
canonical_smiles | GRIN3A LBD mod
O=C(CSc1nnc(-c2ccncc2)o1)N1CCCCCC1 | 2
COc1ccc(C)cc1NC(=O)c1cnc2scc(C)n2c1=O | 2
CC1CCCN(C(=O)c2cccc(S(=O)(=O)Nc3cc(C(F)(F)F)ccc3Cl)c2)C1 (stereo not drawn) | -7
N#Cc1ccc(CCc2ccccc2)[nH]c1=O | -3
COc1ccc(C=C2NC(=S)NC2=O)cc1 | 1
O=c1nc(-c2ccccc2)c(-c2ccccc2)n[nH]1 | 0
COc1ccc(Nc2nnc(-c3ccc(N4CCOCC4)c([N+](=O)[O-])c3)c3ccccc23)cc1 | -7
Cc1ccc(Nc2ncc3c(=O)[nH][nH]c(=O)c3n2)cc1 | 0
O=C(c1ccccc1)c1c[nH]c2ccccc12 | -5
CCc1c(N)nc(N)nc1Nc1ccc(C)c(C)c1 | 1
Nc1cccc(N=[N+]([O-])c2cccc(N)c2)c1 | 0
C/C(=N\Nc1ncc(Cl)cc1Cl)c1ccccn1 | 0
CCOc1ccc(NC(=O)CN2C(=O)NC(C)(c3ccc4c(c3)OCCCO4)C2=O)cc1OCC (stereo not drawn) | 3
COC(=O)c1nn(C)c(=O)[nH]c1=O | -3
O=CNc1ccc2c3c(cccc13)-c1ccccc1-2 | 2

canonical_smiles | GRIN3A LBD mod
O=[N+]([O-])c1ccc(NN=Cc2cc(Br)ccc2O)nc1 | 31*
COc1ccc(OC)c2c1cc(C(=O)N[C@H](C(=O)N1CCC(C(=O)O)CC1)C(C)C)n2C | -3
Cc1cccc(C2c3c(n(C)c(=O)n(C)c3=O)N=C3c4ccccc4C(=O)C32)c1 (stereo not drawn) | 0
C=C1[C@H](C)CN[C@H]1CCO | 2
O=C1OC(c2ccc3ccccc3c2O)(c2ccc3ccccc3c2O)c2ccccc21 | -12
Cc1ccc(-c2nc(=S)c3c(n2Cc2ccco2)CCCC3)cc1 | 1
CCOC(=O)CNC(=O)N1CCCC(Cc2ccccc2)(C(=O)OCC)C1 (stereo not drawn) | 0
O=C(CSc1nc2ccccc2c(=O)[nH]1)c1ccc(O)cc1O | -9
CC1=NN(c2nc(-c3ccc(C)cc3)cs2)C(=O)C1N=Nc1ccc(C(N)=O)cc1 (stereo not drawn) | 27*
Cc1ccc(S(=O)(=O)N(C)c2ccc(OCC(=O)Nc3nnc(C4CC4)s3)cc2)cc1 | -4
COc1cccc(OCCOc2ccc(/C=C3\C(=N)N4N=C(S(C)(=O)=O)SC4=NC3=O)cc2OC)c1 | 9
CC[C@H](C)[C@H]1CNC(=O)C(=O)N1CC1CCN(CCCc2ccc(OC)c(OC)c2)CC1 | 1
CCCN1Cc2cccc(C(=O)Nc3ccc(S(=O)(=O)N4CCCCCC4)cc3)c2C1=O | -6
C1CC1C(=NN=C(C1CC1)C1CC1)C1CC1 | -2
O=c1[nH]nc(-c2n[nH]c(=O)o2)o1 | -3

canonical_smiles | GRIN3A LBD mod
O=C(Nc1c(Br)cc2c(c1Br)Cc1ccccc1-2)C(Cl)Cl | -4
CSc1cc(SC)ncn1 | 0
NC(=O)c1ncn([C@@H]2O[C@H](CNC(=O)[C@@H](N)Cc3cccnc3)[C@@H](O)[C@H]2O)n1 | -2
Cc1nn(Cc2ccc(Cl)cc2Cl)c(C)c1NC(=O)c1nc2n(n1)C(C(F)F)CC(C)N2 (stereo not drawn) | -1
O=C(O)C1C(c2ccccc2)c2ccccc2C(O)C1CO (stereo not drawn) | 0
COc1ccc(C(=O)C(C)C(C)=O)c(OCc2ccccc2)c1OC (stereo not drawn) | 3
N=C1/C(=C\c2ccc(-c3ccc(C(=O)O)cc3)o2)C(=O)N=C2SC=C(c3ccccc3)N12 | -7
CC(=O)Nc1ccc2c(c1)Cc1c-2cc(Cl)c(NC(C)=O)c1Cl | -1
CC12CCC(O)CC1=CCC1C2CCC2(C)C(c3ccn[nH]3)CCC12 (stereo not drawn) | -2
O=S(=O)(c1ccccc1C(F)(F)F)N1C=CC(C(F)(F)F)=NCC1 | 1

The list is partial. The share of hits here may be higher or lower than overall.
